VP16 counter: inhibits Gal4-VP16 luciferase reporter, ROR gamma counter-screen | Drosophila S2 Gal4-VP16 UAS-luciferase, luminescence, 20 h | Potency, µM (doses to about 53.6 µM), for inactives: at the highest dose activity, negative = inhibition, usual class: inhibitors | 310,000 tested, 3.5% active | AID 2546;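 further: Gal4-VP16 expression switched on by copper sulfate through the metallothionein promoter; on the % scale 0 is the no-effect control and ±100 the full control effect; nearly all actives have a fitted effect of over 50% in size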
MBNL1 CUG block: MBNL1-poly(CUG) RNA binding inhibition | 280,000 tested, 0.036% active | TR-FRET MBNL1-His/biotin-(CUG)12 binding, 665/545 ratio | Q9NR56 | Potency, µM (series often up to 57.5 µM), without a hit: top-dose activity change, negative = inhibition, hits mostly inhibitors | AID 2675; active means well fitted inhibition curve with a large enough effect in the signal ratio, with a control signal flat, not every such curve was filed as active; inconclusive means small, poorly fitted or top-dose-only effect, or effect the other way, or a change in a side signal; inactive means no such curve, though single readings can be large or run the other way; the % refers to the signal ratio; further: on the % scale 0 is the no-effect control and ±100 the full control effect
Target sequence (Q9NR56 whole entry, looked up): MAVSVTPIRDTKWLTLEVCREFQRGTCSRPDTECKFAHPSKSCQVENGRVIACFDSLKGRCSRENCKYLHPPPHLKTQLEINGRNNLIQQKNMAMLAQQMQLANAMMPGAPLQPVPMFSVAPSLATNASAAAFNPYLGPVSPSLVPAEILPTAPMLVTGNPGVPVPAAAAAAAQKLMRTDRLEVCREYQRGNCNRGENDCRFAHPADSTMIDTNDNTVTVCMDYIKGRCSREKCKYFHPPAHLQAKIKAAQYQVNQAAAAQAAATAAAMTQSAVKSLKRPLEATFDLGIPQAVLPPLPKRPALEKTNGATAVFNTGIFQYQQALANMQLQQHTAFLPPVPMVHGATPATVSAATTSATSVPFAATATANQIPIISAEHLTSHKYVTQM
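Compounds (final 92 nM to 58 uM) are added to His-tagged MBNL1 and biotin-(CUG)12, then terbium anti-His antibody and streptavidin-XL665 (5 nM final). After 60 min at room temperature, the 665/545 nm ratio is read.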
BRCA1 expr up: BRCA1 expression activation | MCF7-BRCA1-FFLuc reporter, luminescence, 48 h; response scale: scaled: vehicle 0%, 10 µM genistein 100% | 380,000 tested, 1.1% active | Potency, µM (highest dose often 46.1 µM), for the others: at the highest dose activation, most hits filed as activators; further: nearly all actives have a fitted effect of over 80% in size; some results filed as inactive show a strong effect at the top dose
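Using MCF7 cells harboring a BRCA1 firefly luciferase reporter, plated 2 h before compound pinning, the screen measured luminescence after 48 h incubation. Responses were normalized to DMSO and 10 microM genistein, then fitted for concentration-effect.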
uPA generation: inhibitors of cell surface uPA generation. cell surface uPA generation assay, qHTS. Potency, µM (titrated, usually from 38.3 µM), for inactives: at the highest dose activity change, negative = inhibition, actives largely listed as inhibitors. 330,000 tested, 0.31% active. AID 540303; active means well fitted inhibition curve with a large enough effect; inconclusive means small, poorly fitted or top-dose-only effect; inactive means no such curve, though single readings can be large or run the other way; tested in mouse RAW 264.7 cells; further: on the % scale 0 is the no-effect control and ±100 the full control effect; nearly all actives have a fitted effect of over 55% in size
p53 reactivator: mutant p53 re-activation in reporter cells; Potency, µM (doses to about 92.2 µM), inactives show top-dose activity change, positive = activation, usual class: activators; 320,000 tested, 0.063% active; H1299 p53-A138V BP100-luciferase reporter, luminescence, 24 h; further: % of control where 0% means no effect; nearly all actives have a fitted effect of over 45% in size
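H1299 (p53-null), stable ts p53-A138V + BP100-Luc; 1000 cells/well, Opti-MEM/10% FBS; cpd 4 pt, 1:5; 24 h, 37 deg C, 5% CO2; detection reagent 10 min RT; luminescence.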
FLuc modulator: counter-screen for miR-21 project: firefly luciferase inhibitors or activators. 360,000 tested, 6.9% active. Potency, µM (series often up to 57.5 µM), for inactives: top-dose activity change, negative = inhibition, most hits filed as inhibitors. P08659. purified FLuc, Km substrates, luminescence inhibition. AID 588342;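 further: plate controls were vehicle for no effect and reference inhibitor for full effect; nearly all actives have a fitted effect of over 55% in size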
Target sequence (P08659 whole entry, looked up): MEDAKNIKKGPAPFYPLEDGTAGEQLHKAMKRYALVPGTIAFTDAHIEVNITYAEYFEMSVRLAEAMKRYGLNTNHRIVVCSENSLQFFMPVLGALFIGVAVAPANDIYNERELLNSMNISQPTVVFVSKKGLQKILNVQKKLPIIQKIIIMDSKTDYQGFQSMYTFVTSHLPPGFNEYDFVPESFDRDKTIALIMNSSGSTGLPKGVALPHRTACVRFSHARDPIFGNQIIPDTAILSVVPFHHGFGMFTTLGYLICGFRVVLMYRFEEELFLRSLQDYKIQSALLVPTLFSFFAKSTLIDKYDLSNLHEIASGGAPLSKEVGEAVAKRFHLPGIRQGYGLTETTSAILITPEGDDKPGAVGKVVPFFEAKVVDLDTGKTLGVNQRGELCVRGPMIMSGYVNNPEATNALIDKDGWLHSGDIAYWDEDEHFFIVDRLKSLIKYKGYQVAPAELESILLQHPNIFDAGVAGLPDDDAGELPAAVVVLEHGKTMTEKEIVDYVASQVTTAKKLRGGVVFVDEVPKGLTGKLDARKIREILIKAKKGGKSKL
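Biochemical qHTS of compounds, final roughly 60 µM downward over six points, against 10 nM purified firefly luciferase using Km concentrations of substrates (10 uM D-luciferin, 10 uM ATP) in Tris acetate pH 7.5 buffer; luminescence output.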
Rab9 prom act: activators of Rab9 promoter; Huh7 Rab9 promoter-luciferase reporter, luminescence, 24 h; Potency, µM (highest dose often 9.22 µM), without a hit: at the top dose activation, negative = inhibition, hits mostly activators; 320,000 tested, 2.8% active; further: % of control where 0% means no effect; nearly all actives have a fitted effect of over 60% in size
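Promoter activation is measured as luciferase luminescence in Huh7 cells stably transfected with a Rab9 promoter–luciferase construct, following 24 h compound exposure at 37 °C and 10 min reagent incubation at ambient temperature.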
ELG1 genotoxic: genotoxicity induction in ELG1-luciferase HEK293T cells; HEK293T ELG1-luciferase reporter, luminescence, 16 h; Potency, µM (series often up to 46 µM), for the others: at the highest dose activity change, positive = activation, most hits filed as activators; 330,000 tested, 1.3% active; AID 504466; further: % of control where 0% means no effect; nearly all actives have a fitted effect of over 60% in size
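HEK293T cells expressing luciferase-tagged ELG1 were treated with compound or DMSO for 16 hr at 37°C. Luciferase activity was then read after 30 min with ONE-Glo at room temperature; rising signal flags genetic stress.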
RORgamma inh: blocks mouse ROR gamma transcriptional activity; P51450; Drosophila S2 Gal4-RORgamma UAS-luciferase reporter, 20 h; Potency, µM (titrated, usually from 53.6 µM), inactives show at the top dose activity change, negative = inhibition, actives largely listed as inhibitors; 310,000 tested, 5.4% active; AID 2551; further: on the % scale 0 is the no-effect control and ±100 the full control effect; nearly all actives have a fitted effect of over 60% in size
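Drosophila Schneider cells stably carrying a metallothionein-driven Gal4 DBD–ROR gamma fusion and a UAS-Photinus luciferase reporter were exposed to compound for 1 hr, then induced with copper sulfate (700 uM final) for 20 hr at ambient temperature before luminescence reading.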
NPC1 prom act: activates the NPC1 promoter; AID 485313; Potency, µM (titrated, usually from 9.22 µM), without a hit: at the highest dose activation, actives largely listed as activators; 320,000 tested, 2.4% active; Huh7 NPC1 promoter luciferase reporter, 24 h;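 further: % of control where 0% means no effect; nearly all actives have a fitted effect of over 60% in size; reporter is driven by a mutant NPC1 promoter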
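Quantitative HTS used a cell-based reporter: Huh7 cells stably bearing the NPC1 promoter upstream of luciferase were treated with compounds for 24 h, and promoter activation was read as luminescence.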
* hit, by the source's call; u = inconclusive; x = not tested or not shown; [ ] = dose if it differs, or a comment. Unless noted, the call rests on the fitted dose curve; in most records, active means well fitted curve in the direction sought with a large enough effect; inconclusive means small, poorly fitted or top-dose-only effect, or another doubt; inactive means no such curve, though single readings can be large; an effect the other way counts as inactive or inconclusive. Potency means the concentration at half of the fitted maximal effect. Rows were taken by chance; any-hit rate near 13%.

structure | VP16 counter | MBNL1 CUG block | BRCA1 expr up | uPA generation | p53 reactivator | FLuc modulator | Rab9 prom act | ELG1 genotoxic | RORgamma inh | NPC1 prom act
CCN(Cc1ccncc1)C(=O)c1ccc2c(c1)S(=O)(=O)c1ccccc1C2=O | 3% | u | -29% | u | 1% | 2% | 0% | 10% | -19% | -5%
CCOC(=O)c1ccc(S(=O)(=O)NCCN(CC)CC)cc1 | 5% | -3% | -2% | -1% | 18% | -2% | 3% | -7% | 19% | -7%
Cc1cc(NC(=O)C(C)SCC(=O)OC(C)C(=O)Nc2ccccc2C)no1 (stereo not given) | -5% | 2% | 3% | 3% | 26% | 5% | 3% | 6% | -6% | -41%[inhibitor]
COc1ccc(C2(c3ccc(OC)cc3)NC(=O)N(CC(=O)Nc3ccc(C(=O)N(C)C)cc3)C2=O)cc1 | 2% | -3% | -1% | 0% | -8% | 2% | 5% | 2% | -6% | 3%
CN(Cc1ccccc1)C(=O)C1CCN(S(=O)(=O)c2ccc(-n3cnnn3)cc2)CC1 | -9% | 0% | -18% | -2% | 0% | 2% | -5% | 0% | 26% | -4%
Nc1nonc1-c1nc2ccccc2n1Cc1ccc(F)cc1Cl | u | -12% | -21% | u | 12% | 10% | 2% | 6% | 16µM* | -11%
COc1ccc(SCc2noc(C(=O)NCC3CCCO3)c2C(=O)O)cc1 (stereo not given) | -5% | -5% | -2% | 10% | 2% | u | 1% | -1% | 1% | -1%
O=C(Cn1c(=O)n(CC2CCCO2)c(=O)c2ccccc21)c1ccc(Cl)c(Cl)c1 (stereo not given) | -13% | 6% | -21% | -2% | -1% | 0% | 0% | 2% | -2% | -2%
Cc1cccc(C)c1NC(=O)CN(C)C(=O)c1ccc(NS(=O)(=O)c2ccc3[nH]c(=O)[nH]c3c2)cc1 | x | x | -6% | 0% | 8% | 9% | -4% | 2% | x | -2%
O=C(Oc1ccc(NC(=O)c2cc3c(cc2Br)OCO3)cc1)c1ccccc1 | -4% | -11% | 6% | -7% | 7% | 8% | -2% | 5% | -5% | -3%
CC(C)(C)c1cc[n+](-c2[nH]c(=O)sc2/C=N/N=C(\[O-])c2cccnc2)cc1 | u | u | 4% | 3% | 3% | 0% | 4% | -1% | 15% | -1%
O=C(O)c1ccc(S(=O)(=O)NC2CCCc3ccccc32)cc1 (stereo not given) | -9% | -8% | -20% | -3% | -6% | -2% | 0% | 0% | 20% | 1%
Cc1ccc2c(c1)c1c3n2CCN(CCC(=O)O)C3CCC1 (stereo not given) | 0% | 30%[activator] | -21% | -7% | x | -3% | -1% | -3% | -16% | 1%
COc1ccc(N=C2SCC(=O)N2CCc2ccc(OC)c(OC)c2)cc1 | 3% | 5% | -17% | -7% | -7% | -2% | -11% | -4% | 21% | -2%
CCCOc1ccccc1/C=C1\SC(N)=NC1=O | 4% | 17% | -8% | -1% | -13% | 4% | -3% | -15% | -8% | 9%
Cc1cc(C)c2c3c(sc2n1)C(=O)N(Cc1ccccc1)CC(=O)N3 | -10% | 30% | -5%[1.84 µM] | -5% | -5% | 1% | 0% | 3% | -8% | 2%
CCC(=O)Nc1ccccc1C(=O)N1CCOCC1 | 1% | -12% | 10% | 7% | -2% | 0% | 16% | 0% | 6% | 0%
Cc1[nH]n(-c2ccccc2)c(=O)c1C(=O)c1ccc(Cl)cc1 | 6% | -8% | -74% | -2% | u | -11% | -7% | -6% | 11µM* | 1%
O=C(c1ccccc1Oc1ccccc1)N1CCN(c2ccccc2)CC1 | -5% | 5% | -50% | -3% | -5% | 2% | -2% | -4% | 17% | 0%
C/C(=N\NC(=O)c1nc(C)cc(C)n1)c1ccccc1 | -5% | 5% | 42% | -2% | 25% | 12µM* | 1.8µM* | u | 5% | 1.6µM*
C=CCn1c(SCC(=O)Nc2ccc(N(C)C)cc2)nnc1-c1cccc(C)c1 | 14% | 9% | -27% | 5% | 15% | u | 2% | 0% | 14% | -5%
O=C(COC(=O)c1cc(NS(=O)(=O)c2cccs2)ccc1O)Nc1ccccc1 | 9% | 10% | 2% | -1% | 0% | 1% | -6% | 0% | u | -2%
COc1ccc(C(=O)NC(=S)NCC2CCCO2)cc1 (stereo not given) | u | x | 45% | 2% | 11% | u | u | 17% | 13µM* | 18%
O=C(c1ccco1)N1CCCN(C(=O)c2ccco2)CC1 | 7% | 7% | -1% | x | -1% | 6% | -4% | 11% | -21% | -1%
COc1ccc(Br)cc1CN(C)C(=O)C1CC(=O)N(C2CCCC2)C1 (stereo not given) | x | x | -32% | -3% | -5% | x | x | -2% | x | x
O=S(=O)(Cc1ccccc1)N1CCC(N2CCN(c3ccccc3)CC2)CC1 | 6% | 12% | 0% | 9% | -3% | 0% | -11% | -4% | 22% | 2%
COc1ccccc1/C(O)=C(\C#N)c1nc2ccccc2[nH]1 | -7% | x | -23% | -3% | 8% | -6% | 7% | 0% | 1.4µM* | -6%
COc1cccc(CNC(=O)COC(=O)c2c(C)nn(-c3ccccc3)c2Cl)c1 | x | x | -3% | 2% | 2% | 0% | 1% | -3% | x | 0%
COc1ccc2nc(-c3ccccc3)[nH]c2c1 | u | 3% | u | -4% | x | 2.1µM* | 1.6µM* | 1.3µM* | 14% | 2.8µM*
COc1ccc(C(=O)Nc2ccc(C)c(S(=O)(=O)N3CCCCCC3)c2)cc1 | 3% | -7% | -72% | -3% | -1% | u | -2% | -16% | 9% | -17%
CN(CC(=O)NC1CCN(Cc2ccccc2)CC1)S(=O)(=O)c1ccc2c(c1)c(=O)n(C)c(=O)n2C | -9%[10 µM] | -5% | -21% | 1% | 1% | 0% | -8% | 10% | 31% | -1%
Cc1ccc(C(=O)CN(C(=O)c2ccc(Cl)cc2)N2C(=O)c3ccccc3C2=O)cc1 | -9% | 16% | 1% | 9% | -1% | 2% | -1% | 2% | -10% | -4%
CC(=O)c1nc(N2C(=O)CC(Cc3cccc(C)c3)C2=O)sc1C (stereo not given) | -9% | -15% | 3% | 12% | -5% | 5% | 6% | 0% | 30% | -7%
C(=N\N1CCOCC1)/c1ccsc1 | -2% | -7% | -5% | -2% | 1% | 5% | -7% | 1% | 16% | 0%
N#CC1=C(SCC(=O)c2ccc(Br)cc2)NC2=C(C(=O)CCC2)C1c1ccco1 (stereo not given) | -9% | 26% | -89% | -12% | -2% | -2% | -1% | -8% | 22% | -22%
O=C(NNC(=O)c1ccccc1F)C1=NN(c2ccccc2)C(=O)CC1 | 1% | 21% | 3% | 0% | x | 0% | -6% | 3% | -31% | 3%
O=C(CSc1n[nH]c(=O)n1-c1cccnc1)Nc1ccccc1 | 1% | 0% | -16% | 4% | 3% | 0% | u | 3% | 3% | 1%
CC1CN=C(N(C(=O)Nc2ccccc2)C(C)c2ccccc2)S1 (stereo not given) | -16% | -1% | 33% | -5% | 3% | -16% | -5% | -1% | 20% | 2%
COc1ccc(C(=O)NC(C)c2nnc(SCC(=O)Nc3nc4ccccc4s3)n2C)cc1 (stereo not given) | -3% | -11% | 9% | 1% | 2% | -19% | -2% | -1% | 37% | -5%
CCn1c(CNc2ccc(Cl)cc2)nnc1SCc1ccc(Cl)cc1 | -3% | 10% | -64% | -3% | -4% | -5% | -4% | -8% | 43% | -4%
O=[N+]([O-])c1cccnc1NCCc1ccccc1 | -6% | u | 84% | -3% | 9% | 11µM* | 3.2µM* | u | 21% | u
COc1cc(C)c(C(C)C)cc1S(=O)(=O)N1CCN(C)CC1 | 8% | 2% | 0% | -2% | -24% | 0% | 0% | 2% | -10% | -3%
CCCC(C)C(=O)Nc1ccccc1C(=O)OCC (stereo not given) | -1% | -3% | 13% | 3% | -1% | 12% | -4% | -2% | 15% | 1%
CCOC(=O)C1CCN(C(=O)c2cn(CCOC)c(=O)c3c2c2ccccc2n3C)CC1 | -3% | 7% | 1% | x | -11% | 6% | -1% | -4% | 19% | -2%
CCn1nnnc1SCC(=O)N1c2ccccc2Sc2ccccc21 | -2% | -3% | -21% | 3% | x | -1% | 0% | -5% | -7% | 0%
COc1ccc(-c2nc(CSCC(=O)N3CCc4ccccc4C3)c(C)o2)cc1OC | -13% | 8% | 5% | -8% | -12% | -11% | -1% | -6% | -13% | 0%
O=S(=O)(c1ccc2ccccc2c1)N1CCC(c2nc(-c3ccncc3)no2)CC1 | u | -1% | -69% | -16% | -7% | 0% | -21% | 0% | u | -17%
Cn1ccnc1-c1nc2ccccc2[nH]c1=O | 3.5µM* | u | -25% | -32% | u | 2% | -4% | -1% | 3.5µM* | -3%
CCCN1C(=O)N(c2cccc(C)c2)C(C)(O)CC1(C)C (stereo not given) | -1% | x | -10% | 13% | -1% | -2% | 1% | -4% | -29% | -2%
Cc1cc(C)nc(NN2C(=O)/C(=C/c3ccc(O)cc3)SC2=S)n1 | -9% | u | 12% | x | -8% | u | 3% | 1% | -1% | 6%
O=C1NC2(CCCCC2)C(=O)N1CCS(=O)(=O)Oc1ccccc1 | 11% | -4% | 3% | 7% | -2% | 1% | -7% | 0% | 10% | -1%
Cc1ccc(NC(=O)CN(C)C(=O)COC(=O)c2oc3ccccc3c2C)cc1 | x | x | -11% | -6% | -4% | -20% | 1% | -1% | x | 0%

Compound activity deposited in PubChem by National Center for Advancing Translational Sciences (NCATS).
